GPR35 antagonists: inhibition of zaprinast-stimulated GPR35 beta-arrestin translocation – imaging, U2OS, beta-arrestin-GFP, zaprinast agonist, primary screen (AID 2058) | U2OS GPR35 beta-arrestin-GFP translocation imaging, zaprinast antagonism; higher % means a stronger effect | inhibition, % at 10 µM; hits with a dose series show IC50 in µM | hit rate 0.052% among 290,000;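 active = inhibition of at least 50% with at least 30 cells and total cytoplasm GFP at most 10,000,000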
NTR1 agonist: agonists of NTR1, primary screen, imaging, U2OS cells, beta-arrestin-GFP, high content (AID 493036); P30989; hit rate 0.17% among 330,000; NTR1-U2OS beta-arrestin-GFP spot imaging, agonist mode; activation, % at 20 µM;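 active = activation at or above 40% of the spot to cytoplasm intensity ratio, with at least 20 cells analyzed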;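 also: 0% = DMSO without peptide and 100% = 100 nM NTR1 peptide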
Target sequence (P30989 whole entry, looked up): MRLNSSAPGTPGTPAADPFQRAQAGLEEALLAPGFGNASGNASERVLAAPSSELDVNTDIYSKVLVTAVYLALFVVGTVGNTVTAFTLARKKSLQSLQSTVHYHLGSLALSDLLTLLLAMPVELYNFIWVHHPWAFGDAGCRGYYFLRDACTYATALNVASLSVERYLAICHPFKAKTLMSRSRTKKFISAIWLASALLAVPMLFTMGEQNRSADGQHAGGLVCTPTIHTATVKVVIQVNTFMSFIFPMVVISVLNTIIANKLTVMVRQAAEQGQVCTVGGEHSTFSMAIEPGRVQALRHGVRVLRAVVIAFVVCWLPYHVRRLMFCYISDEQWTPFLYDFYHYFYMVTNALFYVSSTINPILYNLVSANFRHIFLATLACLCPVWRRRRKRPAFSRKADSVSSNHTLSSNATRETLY
T cell modulator: T cell immune modulation candidate | 2C CD8+ T cell-vesicle binding, flow cytometry; stronger effect = lower value | calls only at 7 µM | hit rate 0.068% among 330,000;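 active = response, share of CD8 T cells binding vesicles, and their 90th percentile fluorescence all below set limits, cut at about 80% in these data, passing the limit was not always enough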
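Assay system – 2C mouse CD8+ T cells · Also added – QL9-loaded Drosophila micro-vesicles · Timing – Cell–vesicle co-incubation 1.5 h at 37 °C, staining 20 min on ice · Signal – flow cytometry of vesicle-bound cells · Measure – percent CD8+ FL2 mean versus row control · Controls – Peptide-free naked vesicles (low) and QL9 vesicles with 0.7% DMSO vehicle (high)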
Lipid droplet: modulators of hepatic lipid droplet formation; AML12 mouse hepatocytes, oleate lipid droplets, BODIPY imaging; inhibition, % at 6.5 µM; hit rate 0.4% among 240,000;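 active = lipid droplet intensity inhibited by at least 50%, with more than 500 cells counted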
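Test system: AML12 hepatocytes (mouse); reagent: oleate loading, 100 µM; dosing: one dose, 6.5 µM compound; incubation: overnight exposure; signal: fluorescence imaging, 20x objective, two fields per well; read-out basis: % inhibition of corrected integrated BODIPY droplet signal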
SV40 large T antigen: TAg ATPase/helicase activity blockers – biochemical (AID 1903); SV40 large T antigen ATPase/helicase inhibition assay; higher % means a stronger effect; hit rate 0.39% among 310,000; one-dose inhibition, % at 20 µM; IC50 in µM for titrated hits; in the data active = a potency from the dose series; also: strong numbers were not always called active
GPR55 LPI antagonism: GPR55 antagonists blocking LPI-driven arrestin recruitment, primary screen, imaging, U2OS, beta-arrestin-GFP, LPI agonist (AID 2013). inhibition, % at 10 µM; hits with a dose series show IC50 in µM. hit rate 0.13% among 290,000. U2OS GPR55 beta-arrestin-GFP translocation imaging, LPI antagonism; higher % means a stronger effect;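 active = spots per cell inhibited over 60%, with over 100 cells counted and total cytoplasm intensity under 500,000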;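 also: U2OS cells stably carrying GPR55 and arrestin-GFP stimulated by 5 µM LPI near EC80; imaged beta-arrestin-GFP aggregate spots per cell after agonist stimulation; plate controls were LPI-stimulated DMSO wells for no effect and DMSO wells without LPI for full effect; some results filed as inactive read as strong as hits; confirmed hits need IC50 under 10 µM and bright autofluorescent wells are also inconclusive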
GPR55 beta-arrestin: selective activators of receptor GPR55 – imaging, U2OS cells, beta-arrestin-GFP redistribution, primary screen (AID 1961); hit rate 0.048% among 290,000; U2OS GPR55 beta-arrestin-GFP redistribution imaging; higher % means a stronger effect; activation, % at 10 µM; hits with a dose series show EC50 in µM;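 active = activation above 40% with more than 50 cells counted in the well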;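 also: U2OS osteosarcoma cells stably expressing GPR55 and beta-arrestin-GFP; plate controls were DMSO negative control for no effect and LPI positive control for full effect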
LYP phosphatase: PTPN22 lymphoid phosphatase activity blockers – biochemical, fluorescence intensity, uHTS (AID 1779); hit rate 0.054% among 290,000; recombinant LYP phosphatase, fluorescence intensity; higher % means a stronger effect; inhibition, % at 11.5 µM; hits with a dose series show IC50 in µM; in the data active = inhibition above about 50%;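 also: plate controls were vehicle with enzyme for no effect and no enzyme for full effect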
MgcRacGAP inhibition: MgcRacGAP GTPase-activating activity inhibitors, confirmation, biochemical, ADP Hunter fluorescence; MgcRacGAP-stimulated Rac1 GTP hydrolysis, ADP Hunter fluorescence; higher % means a stronger effect; GST-tagged Rac1 F28L mutant substrate; inhibition, % at 30 µM, or IC50 in µM where a hit was titrated; hit rate 0.6% among 340,000;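 active = first-screen hits whose inhibition reached a set limit at any dose in the follow-up dose series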;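 also: fluorescence reports GDP produced by GAP-driven GTP hydrolysis; strong numbers were not always called active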
Lipid droplet cells 6.5 µM: recorded beside Lipid droplet, whose call it bears; cell count; measured here: cell count, cytotoxicity flag;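 cells counted across two imaged fields per well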
T cell modulator vesicle-bound %: second read-out of T cell modulator, no call of its own (marks repeat the call); double positive events, %; measured here: CD8+ vesicle-bound cell fraction;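 binding gate set so that unloaded-vesicle control wells show 10% double positive cells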
NTR1 agonist cell count 20 µM: second read-out of NTR1 agonist, no call of its own (marks repeat the call); cell count; measured here: cell count, cytotoxicity flag
Starred values were filed as active, the others as inactive; i = inactive; . = no result given.

SMILES | GPR35 antagonists | NTR1 agonist | NTR1 agonist cell count 20 µM | T cell modulator | T cell modulator vesicle-bound % | Lipid droplet | Lipid droplet cells 6.5 µM | SV40 large T antigen | GPR55 LPI antagonism | GPR55 beta-arrestin | LYP phosphatase | MgcRacGAP inhibition
Cc1cc(NS(=O)(=O)c2ccc(NS(=O)(=O)c3cc(C)c(Cl)cc3Cl)cc2)no1 | 7% | 0.3 | 61 | i | 28 | -6 | 810 | 7% | 12% | -0.2% | -7% | 9%
CCN1CCN(C(=O)C2=CC(c3ccc(C)cc3)=NS(=O)(=O)N2C)CC1 | 4% | 2.1 | 67 | i | 39 | 1 | 797 | 16% | 3% | -0.1% | -3% | 6%
COc1ccc(OC)c(-c2c3c([nH]c(=S)c2C#N)CCCC3)c1 | -5% | -0.4 | 67 | i | 61 | 5 | 637 | 21% | 8% | -0.2% | -3% | 1%
Cn1nccc1CNC(=O)c1c(Cl)cnn1C | 5% | -2.0 | 73 | i | 38 | 2 | 593 | 7% | 17% | 0.3% | 4% | -1%
CCn1nc(NC(=O)c2ccncc2)c2cc3ccc(C)cc3nc21 | -2% | 0.5 | 59 | i | 33 | . | . | 7% | 6% | -0.3% | 1% | 9%
CN1CCN(C(=O)c2cccn(Cc3ccc(C(F)(F)F)cc3)c2=O)CC1 | 3% | 0.2 | 100 | i | 46 | 4 | 869 | 2% | -4% | 0.5% | -8% | -3%
Cn1ncc(Br)c1NC(=O)Nc1ccccc1 | 9% | -0.2 | 39 | i | 42 | 2 | 654 | 2% | -4% | 2.3% | -9% | 4%
Cc1cccc2cc(/C=N/NC(=O)c3ccccc3O)c(Cl)nc12 | 18% | 17 | 44 | i | 22 | -8 | 531 | 10% | 2% | -0.4% | 10% | -4%
COc1ccc(C(=O)CSc2nnc(CNC(=O)c3ccccc3)o2)cc1 | 9% | 0.0 | 47 | i | 33 | -5 | 701 | 9% | -13% | 0.0% | -7% | 7%
COc1ccc(CNC(=O)C(C)n2nc(C)c3c(C)n(-c4ccccc4)nc3c2=O)c(OC)c1 (centres undefined) | 4% | -0.4 | 64 | i | 20 | 11 | 754 | 22% | -20% | 0.0% | -14% | 9%
CCC(Cc1ccccc1)n1c(=S)[nH]c2ccccc2c1=O (centres undefined) | -4% | 28 | 52 | i | 42 | -2 | 747 | 24% | 8% | 0.0% | 3% | 1%
Cc1ccc(O)c(-c2cc(C(=O)NCc3ccc4c(c3)OCO4)[nH]n2)c1 | -3% | 1.7 | 71 | i | 55 | -1 | 728 | 0% | 0% | 0.2% | -5% | 5%
CN(NC(=O)COc1ccccc1)c1ccccc1 | 20% | 2.9 | 70 | i | 52 | 5 | 587 | 16% | 6% | -0.3% | -6% | -3%
Cc1onc(-c2ccccc2)c1C(=O)NC(C)c1ccccc1 (centres undefined) | . | 4.4 | 48 | i | 26 | . | . | 5% | . | . | . | 4%
CCN(C(=O)COC(=O)c1cc(-c2ccccc2)nc2c1c(C)nn2-c1ccccc1)C1CCS(=O)(=O)C1 (centres undefined) | -2% | 9.1 | 63 | i | 40 | 18 | 704 | -5% | 11% | -0.2% | 5% | 9%
O=C(NCCc1ccccc1)C(=O)NCC1OCCN1S(=O)(=O)c1ccc(Cl)cc1 (centres undefined) | -9% | 0.3 | 61 | i | 22 | 0 | 646 | 2% | 3% | -0.1% | -4% | 10%
O=C(NCC1CCCO1)C(=O)NCC(c1ccco1)N1CCN(c2ccccc2F)CC1 (centres undefined) | 5% | 2.7 | 70 | i | 5 | 1 | 589 | 4% | -4% | 0.3% | -3% | -3%
CN(C)S(=O)(=O)c1ccc(C(=O)Nc2ccccn2)cc1 | -10% | 0.1 | 48 | i | 29 | . | . | 0% | 11% | -0.1% | -3% | 2%
CCCc1cc2c(=O)c(-c3cscn3)c(C(=O)OCC)oc2cc1O | -12% | 0.2 | 46 | i | 48 | 6 | 685 | 3% | 0% | -0.4% | -4% | 6%
Cn1cccc1C(=O)N/N=C/c1c(Cl)cccc1Cl | -1% | 0.6 | 68 | i | 15 | . | . | 6% | 8% | -0.1% | -4% | 5%

Three of the compounds above, in CSV form.
SMILES,GPR35 antagonists,NTR1 agonist,NTR1 agonist cell count 20 µM,T cell modulator,T cell modulator vesicle-bound %,Lipid droplet,Lipid droplet cells 6.5 µM,SV40 large T antigen,GPR55 LPI antagonism,GPR55 beta-arrestin,LYP phosphatase,MgcRacGAP inhibition
Cn1ncc(Br)c1NC(=O)Nc1ccccc1,9%,-0.2,39,i,42,2,654,2%,-4%,2.3%,-9%,4%
Cc1cccc2cc(/C=N/NC(=O)c3ccccc3O)c(Cl)nc12,18%,17,44,i,22,-8,531,10%,2%,-0.4%,10%,-4%
COc1ccc(C(=O)CSc2nnc(CNC(=O)c3ccccc3)o2)cc1,9%,0.0,47,i,33,-5,701,9%,-13%,0.0%,-7%,7%

The results go on:
SMILES | GPR35 antagonists | NTR1 agonist | NTR1 agonist cell count 20 µM | T cell modulator | T cell modulator vesicle-bound % | Lipid droplet | Lipid droplet cells 6.5 µM | SV40 large T antigen | GPR55 LPI antagonism | GPR55 beta-arrestin | LYP phosphatase | MgcRacGAP inhibition
Clc1ccccc1CN1CCSCC1 | -3% | -0.2 | 68 | i | 12 | -17 | 736 | 5% | 13% | 0.4% | -7% | 23%
O=C(NC(=S)Nc1cccc2c(O)cccc12)c1ccccc1[N+](=O)[O-] | -7% | 1.7 | 66 | i | 67 | 20 | 799 | 12% | -10% | -0.1% | -4% | 22%
COc1cc(NC(=O)c2[nH]c(C)c(C(C)=O)c2C)cc(OC)c1OC | 12% | -1.4 | 44 | i | 25 | -2 | 812 | 5% | 4% | 0.3% | -7% | 6%
Cc1noc(C)c1CSc1nc2sc(C)c(C)c2c(=O)n1C1CCCC1 | -9% | 14 | 70 | i | 55 | 1 | 769 | -1% | -5% | -0.1% | -2% | 3%
O=C(O)C1CC(=O)N(c2ccc(F)c(F)c2)C1 (centres undefined) | -2% | 4.5 | 60 | i | 23 | 13 | 582 | 17% | 9% | -0.2% | 1% | 1%
COc1ccc(-c2csc3nc(C(C)C)oc(=O)c23)cc1OC | 10% | 2.2 | 53 | i | 39 | -9 | 748 | 5% | -3% | -0.1% | -7% | -3%
COc1cc(C2C(C(=O)c3ccco3)=C(O)C(=O)N2Cc2ccccc2)ccc1O (centres undefined) | -15% | 1.2 | 46 | i | 19 | 0 | 815 | 0% | -8% | -0.2% | 3% | 7%
CCOC(=O)c1ccc(NC(=O)C2CCN(S(=O)(=O)c3ccccc3)CC2)cc1 | . | 0.6 | 91 | i | 11 | . | . | 8% | . | . | . | -3%
CNC(=O)/C(C#N)=C/c1ccc(-c2ccc(OC)cc2[N+](=O)[O-])o1 | 12% | -0.2 | 86 | i | 33 | -1 | 649 | 2% | -11% | -0.4% | -5% | 3%
CCOC(=O)N1CCC(NC(=O)c2sc3nc4n(c(=O)c3c2C)CCCC4)CC1 | -7% | -1.7 | 106 | i | 56 | 20 | 815 | 15% | 18% | -0.2% | -9% | 8%
COCCn1c(C)cc(C(=O)CSc2cc(C)c3ccc(OC)cc3n2)c1C | -9% | 3.4 | 48 | i | 41 | -25 | 647 | 15% | -1% | 0.8% | -2% | 5%
CCC1CCCCN1C(=S)Nc1ccc(S(=O)(=O)Nc2ncccn2)cc1 (centres undefined) | -6% | 0.7 | 52 | i | 29 | -9 | 810 | -5% | -2% | -0.1% | -4% | 6%
CCOC(=O)c1c(NC(=O)CN2CCCCC2)sc2c1CCC(C=O)=C2Cl | 14% | 3.7 | 49 | i | 19 | . | . | 0% | 8% | -0.1% | 0% | 5%
CC1CCCN(c2ccc(C(=O)NCc3ccco3)cc2[N+](=O)[O-])C1 (centres undefined) | -17% | 0.4 | 75 | i | 41 | -32 | 642 | -2% | 7% | -0.1% | 1% | 8%
COc1cc(NC(=O)Cc2ccccc2)nc(OC)n1 | -3% | -1.3 | 74 | i | 19 | . | . | 8% | 12% | 0.0% | -5% | 13%
Cc1oc2nc(SCC(=O)NCCCO)nc(N)c2c1C | 5% | 4.4 | 40 | i | 18 | . | . | 16% | -5% | -0.1% | -2% | 3%
Cc1ccc(-c2nnn(CC(=O)N3CCCCC3)n2)o1 | -8% | 0.7 | 43 | i | 21 | -5 | 687 | 27% | -11% | -0.3% | -2% | 4%
CCCOc1ccc(C2=CSC3=NCCN23)cc1Cl | 8% | 1.2 | 87 | i | 37 | . | . | 9% | 13% | -0.1% | 0% | 14%
CC(C)(C)NC(=O)NC(=O)COC(=O)CCC1CCCC1 | 18% | -1.0 | 61 | i | 31 | 11 | 663 | 12% | -2% | -0.1% | 0% | 2%
CCCCn1c(-c2ccccc2C)nc2cc3[nH]c(=O)c(C(C)C)nc3cc21 | 3% | 6.5 | 101 | i | 13 | 14 | 811 | 15% | 0% | -0.2% | -8% | 2%
CCN1C(=O)[C@H]2[C@@H](c3ccc(SC4CCCCC4)c(OC)c3)N[C@@](Cc3ccccc3)(C(=O)OC)[C@H]2C1=O | . | 3.5 | 92 | i | 23 | . | . | 14% | . | . | . | 3%
CCOC(=O)c1ccc(OCC2NCCc3cc(OC)c(OC)cc32)cc1 (centres undefined) | 11% | 0.2 | 61 | i | 11 | -19 | 541 | . | -13% | -0.2% | -8% | 11%
CCN1C(=O)CS/C1=N\S(=O)(=O)c1ccccc1 | 0% | 0.7 | 50 | i | 25 | -25 | 711 | 7% | 9% | 0.3% | -7% | -1%
Cc1cc(NC(=O)CSc2nc(C)c(C)c(=O)[nH]2)no1 | . | -0.8 | 47 | i | 18 | . | . | 6% | . | . | . | 0%
CCOC(=O)c1nn(-c2ccc(Br)cc2)cc1C(=O)c1cccc2ccccc12 | 22% | -2.0 | 33 | i | 35 | . | . | 5% | 17% | -0.1% | 4% | 8%
Cc1ccc(S(=O)(=O)NC(C)CCc2ccccc2)cc1C(N)=O (centres undefined) | 2% | 3.1 | 77 | i | 46 | -1 | 858 | -2% | -3% | -0.1% | -10% | 9%
Cc1ccnc(NC(=O)c2ccc(C(=O)c3ccccc3)cc2)c1 | . | 0.8 | 60 | i | 45 | . | . | 9% | . | . | . | -1%
CCCOC1CCCN(C(=O)c2cc(COc3ccc(F)c(F)c3)on2)C1 (centres undefined) | 5% | 0.8 | 41 | i | 11 | -3 | 804 | 5% | -7% | -0.1% | -5% | 4%
